CendR NRP1 mod: modulators of CendR peptide binding to NRP-1, primary screen, biochemical, fluorescence polarization, uHTS; Neuropilin-1 (Homo sapiens), O14786; FAM-RPARPAR peptide binding to NRP-1; inhibition, % at 25 µM; hit rate 0.85% among 360,000;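 active means inhibition or corrected inhibition above about 18%, plus a signal ratio from 0.5 to 1.5, limit read from the data, passing the limit was not always enough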; further: strong numbers were not always called active
DNMT1 inh: human DNMT1 methyltransferase inhibitors, primary screen, biochemical, molecular beacon, fluorescence, HinP1I cleavage, uHTS; inhibition (reported as % activation of signal), % at 10 µM; AID 588458, 2011; DNA (cytosine-5)-methyltransferase 1 (Homo sapiens), P26358; hit rate 0.83% among 360,000; in the data active means inhibition above about 50%
LMPTP inh: LMPTP phosphatase inhibitors, primary screen, biochemical, fluorescence intensity, uHTS. recombinant LMPTP-A, OMFP fluorogenic substrate. Low molecular weight phosphotyrosine protein phosphatase (Homo sapiens), P24666. hit rate 0.22% among 360,000. inhibition, % at 20 µM;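 active means compounds that cut the enzyme signal by at least half of the control window in the single-dose screen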;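 further: plate controls were DMSO wells with enzyme plus substrate for no effect and substrate without enzyme for full effect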
Target sequence (P24666 whole entry, looked up): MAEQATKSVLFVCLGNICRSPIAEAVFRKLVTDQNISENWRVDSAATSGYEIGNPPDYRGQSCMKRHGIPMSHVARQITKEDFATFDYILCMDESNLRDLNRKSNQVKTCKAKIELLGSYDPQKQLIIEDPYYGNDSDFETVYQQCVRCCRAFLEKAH
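Test system – LMPTP-A phosphatase enzyme · Quantity – 0.625 nM LMPTP-A final · Reagent – OMFP substrate, 400 µM final · Dosing – one test concentration per compound, 20 µM, with 3% DMSO overall · Timing – 50 min enzyme reaction at room temperature, protected from light · Detection – fluorescence intensity · Controls – substrate-only low control, DMSO enzyme-plus-substrate high control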
SKN-1 block: suppressors of acrylamide-induced Pgst-4::GFP reporter in worms, primary screen, SKN-1 inhibitor project, whole organism, uHTS, GFP/RFP fluorescence ratio, strain VP596 | C. elegans VP596 Pgst-4::GFP/RFP ratio, 24 h | inhibition, % at 21.8 µM | hit rate 0.49% among 360,000 | AID 624304, 2012;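 active means interference check ratio from 0.5 to 1.5 plus GFP to RFP signal ratio inhibition reaching or exceeding a fixed threshold, cut at about 30% in these data, passing the limit was not always enough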; further: some compounds called inactive have numbers as strong as hits
Rpn11 inh: Rpn11 (PSMD14) deubiquitinase inhibitors, primary screen, biochemical, fluorescence polarization, uHTS | 26S proteasome non-ATPase regulatory subunit 14 (Homo sapiens), O00487 | human 26S proteasome, Ub4-pepOG fluorescence polarization; 20S core pre-blocked with epoxomicin | calls only at 20 µM | hit rate 0.59% among 360,000 | AID 588493, 2011;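 active means inhibition at 20 µM, scaled to each plate's controls, above about 33%, limit read from the data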
Target sequence (O00487 whole entry, looked up): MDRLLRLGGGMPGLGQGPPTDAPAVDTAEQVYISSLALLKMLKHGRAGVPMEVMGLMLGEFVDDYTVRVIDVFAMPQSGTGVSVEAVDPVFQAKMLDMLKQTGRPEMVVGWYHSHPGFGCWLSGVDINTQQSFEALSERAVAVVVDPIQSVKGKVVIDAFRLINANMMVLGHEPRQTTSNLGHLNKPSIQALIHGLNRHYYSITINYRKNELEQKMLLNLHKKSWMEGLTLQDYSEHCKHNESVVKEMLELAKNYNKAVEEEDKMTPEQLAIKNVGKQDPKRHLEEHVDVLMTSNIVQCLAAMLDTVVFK
SUMO1 PPI mod: modulators of SUMO1 protein-protein interactions, primary screen, biochemical, uHTS. Small ubiquitin-related modifier 1 (Homo sapiens), P63165. AID 602429, 2012. inhibition, % at 20 µM. hit rate 0.33% among 360,000. SUMO1 binding to a labelled peptide, TR-FRET, 1 h; in the data active means inhibition above about 37%
Scp-1 inhibitor: Scp-1 phosphatase inhibitors, primary screen, biochemical, colorimetric, uHTS | hit rate 0.88% among 340,000 | Recombinant Scp1, phosphopeptide, malachite green phosphate absorbance | Carboxy-terminal domain RNA polymerase II polypeptide A small phosphatase 1 (Homo … | inhibition, % at 20 µM;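 active means inhibition above about 50% at 20 µM, limit read from the data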;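 further: plate controls were DMSO wells with enzyme for no effect and wells lacking enzyme for full effect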
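assay system = SCP-1 phosphatase catalytic domain, residues 76-261 | buffer or medium = 50 mM Tris acetate pH 5.5, 0.005% Tween-20, 10 mM MgCl2 | incubation = enzyme reaction 45 min at room temperature, colour 5 min, stabilisation 30 min | signal = Phosphate-binding colour reagent, absorbance read at 630 nm | measure = % inhibition at 20 µM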
NadD block: inhibitors of S. aureus NadD, primary screen, biochemical, colorimetric, uHTS; Nicotinate-nucleotide adenylyltransferase NadD (Staphylococcus aureus N315); inhibition, % at 20 µM; AID 602399, 2012; purified NadD enzyme, colorimetric absorbance read-out; hit rate 0.78% among 360,000; in the data active means inhibition above about 26%; further: some compounds past the cut are filed as inactive
MT1-MMP act inh: blockers of MT1-MMP proenzyme processing, primary screen, HT1080 RFP-PRO-GFP cells, GFP/RFP fluorescence | Matrix metalloproteinase-14 (Homo sapiens), P50281 | GFP/RFP ratio fluorescence, overnight; percent of plate control window, DMSO zero | GFP/RFP ratio change, % at 20 µM | hit rate 0.061% among 360,000;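 active means GFP/RFP ratio change of at least 30% with cell ATP level not reduced by more than half and red fluorescence within 50% of control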; further: strong numbers were not always called active
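Test system: HT1080 cells expressing an RFP-PRO-GFP fluorescent reporter construct / Compound dosing: single-point 20 µM compound, 1% DMSO / Schedule: cells overnight before dosing, compound overnight, 37 °C, 5% CO2 / Evaluation: GFP/RFP fluorescence ratio / Control set: DMSO and RFP-L50D-GFP cell wells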
STEP inh: STEP phosphatase inhibitors, primary screen, biochemical, fluorescence intensity, uHTS | Tyrosine-protein phosphatase non-receptor type 5 (Homo sapiens), P54829 | recombinant STEP, OMFP fluorogenic substrate | inhibition, % at 20 µM | hit rate 0.25% among 360,000 | AID 588621, 2011;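 active means inhibition at 20 µM, scaled per plate between control wells, above about 37%, limit read from the data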;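 further: 0% = DMSO with enzyme and substrate and 100% = substrate only without enzyme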
Target sequence (P54829 whole entry, looked up): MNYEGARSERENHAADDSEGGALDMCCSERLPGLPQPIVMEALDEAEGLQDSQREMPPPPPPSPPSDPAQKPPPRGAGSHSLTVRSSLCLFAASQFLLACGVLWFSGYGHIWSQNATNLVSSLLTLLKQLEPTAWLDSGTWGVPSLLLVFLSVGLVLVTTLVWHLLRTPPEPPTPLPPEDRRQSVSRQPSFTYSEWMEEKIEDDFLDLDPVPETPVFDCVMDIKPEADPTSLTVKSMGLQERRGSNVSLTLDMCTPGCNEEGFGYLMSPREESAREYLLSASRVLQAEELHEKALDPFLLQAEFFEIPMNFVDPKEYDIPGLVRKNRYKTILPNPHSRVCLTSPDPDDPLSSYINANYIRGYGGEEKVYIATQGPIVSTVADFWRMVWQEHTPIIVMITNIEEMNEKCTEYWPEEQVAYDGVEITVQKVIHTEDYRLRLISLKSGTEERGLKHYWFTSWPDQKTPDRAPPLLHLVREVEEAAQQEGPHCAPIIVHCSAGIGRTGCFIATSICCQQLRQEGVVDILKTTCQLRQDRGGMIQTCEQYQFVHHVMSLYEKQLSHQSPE
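medium = Bis-Tris buffer pH 6.0, 2.5 mM DTT, 0.005% Tween 20 | test system = STEP (striatal-enriched tyrosine phosphatase) enzyme, cell-free | measure = normalized % inhibition | compound dosing = 20 µM, 1% DMSO | also added = 25 µM OMFP | schedule = reaction 20 min, ambient temperature | measured by = fluorescence read at 480 nm ex / 540 nm em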
* = called active by the depositor; i = inactive; / = not tested or not shown.

Values run as follows: CendR NRP1 mod, DNMT1 inh, LMPTP inh, SKN-1 block, Rpn11 inh, SUMO1 PPI mod, Scp-1 inhibitor, NadD block, MT1-MMP act inh, STEP inh
- COC(=O)c1sc(N)c(C(=O)OC)c1CSc1nnnn1C
 : -8, -14, -0.4, -6, i, -6, 0, -5, 3, 3
- Cc1cc(=O)oc2cc(NC(=O)CCC(=O)O)ccc12
 : -7, 4, 0.0, -3, i, 1, 0, 8, 1, 0
- Fc1ccc(COc2ccc(Br)cc2CNCc2ccncc2)cc1
 : 18, -2, -0.4, -15, i, 2, 0, -8, -30, 3
- CC(C)n1cnnc1SCC(=O)NC(=O)c1ccccc1
 : 14, 0, -1.2, 7, i, 3, -6, 1, -7, 3
- CCOC(=O)c1c(N2C(=O)C3C4C=CC(O4)C3C2=O)sc2c1CCCC2 (stereo not given)
 : -9, 0, 3.4, -1, i, 0, -4, -7, -2, -2
- O=C(/C=C/c1ccc2c(c1)OCO2)NCc1ccc(F)cc1
 : 0, 3, -0.8, 7, i, -7, -7, -1, 4, 2
- CS(=O)(=O)N(CC(=O)NC1CCCC1)Cc1ccc(F)cc1
 : 12, 0, -0.3, 12, i, 0, 11, -1, 1, -3
- Cc1ccc(S(=O)(=O)NCC(=O)N2CCc3ccccc3C2)cc1
 : -3, 2, -2.6, 13, i, -5, -11, -5, 0, -2
- COc1cccc(C2c3c(-c4ccccc4)n[nH]c3C(=O)N2c2ccc(C(=O)O)cc2)c1 (stereo not given)
 : -12, 2, -1.0, 11, i, 10, 53*, -2, 2, 3
- CCc1cc2c(=O)n(-c3ccccc3)cnc2s1
 : -7, 0, 1.6, 0, i, -2, -3, 3, -2, 0
- CCOC(=O)c1nn(-c2ccccc2)c(=O)cc1OCC(=O)Nc1cc(C)ccc1C
 : -10, 0, 0.8, 5, i, -11, -12, 1, 2, -2
- CC(NCc1ccccc1O)C12CC3CC(CC(C3)C1)C2 (stereo not given)
 : 8, 0, -2.9, 3, i, -1, -7, -9, -2, 1
- Cc1cccc(CN2CCCC(C(=O)c3ccc4c5c(cccc35)CC4)C2)n1 (stereo not given)
 : -3, -5, 3.4, 12, i, -20, -7, -4, 0, -2
- Cc1ccc2c(c1)N(CC(=O)N1CCCc3ccccc31)C(=O)CO2
 : -1, 3, 0.1, 5, i, 2, -1, -7, 1, -1
- Cc1cc(C)n2nc(SCC(=O)N3CCC(C(=O)O)CC3)nc2n1
 : 9, 4, -3.6, 5, i, -2, 3, -4, 3, -2
- CCOc1cc(/C=C2/NC(=O)N(CC(=O)Nc3cccc(C)c3)C2=O)ccc1OCC(N)=O
 : -9, -10, -0.2, 15, i, -17, -5, 5, 2, 3
- CN(C)N1C(N)=C(C#N)C(c2ccccc2Cl)C2=C1CCCC2=O (stereo not given)
 : 8, -1, -2.1, 6, i, -1, -12, -7, -2, 2
- NC(=O)C1CCN(C(=O)Cc2ccc(-c3ccccc3)cc2)CC1
 : 3, -7, -0.5, 8, i, 4, -3, 0, 0, 1
- COc1ccc(CN(C)Cc2cc(=O)n3ccsc3n2)c(OC)c1OC
 : -10, 1, -1.8, 6, i, 0, -7, 1, 1, -1
- CN(C)c1cccc2c1c(NC(=O)c1ccc(Cl)cc1)nn2C
 : 17, -12, 0.0, 2, i, 0, -13, 1, 0, 1
- Cc1ccnc(NC(=O)c2ccc(COc3c(F)c(F)cc(F)c3F)o2)c1
 : 2, 2, 0.3, 5, i, 1, 0, 0, 1, -3
- O=C1CCCN1CCCn1cnc2c([nH]c3ccc(F)cc32)c1=O
 : 4, 2, 1.1, -7, i, 1, -7, -1, 3, -10
- Oc1c(Br)cc(Br)cc1CNn1cnnc1
 : -2, 1, -1.3, -1, i, 4, -5, 7, 0, -1
- C=C1CCN([C@@H](CC(C)C)C(=O)NCc2ccc(OC)cc2)S(=O)(=O)c2ccccc21
 : 17, 1, 1.1, 4, i, 8, -7, -7, -3, 2
- COC(=O)c1ccc(CSc2nc3ccccc3o2)cc1
 : -9, 0, 1.1, 40*, i, 4, -17, -9, 10, 0
- COc1ccc(NC(=O)C(c2ccccc2)N2CCN(c3ccccn3)CC2)cc1Cl (stereo not given)
 : -3, -12, 5.3, 25, i, -7, -13, 1, 0, 1
- O=C(C[N+]1(CC#Cc2ccccc2)CCOCC1)c1ccc(Cl)cc1
 : 7, -2, -0.5, -2, i, 1, -4, 0, -3, 2
- CCn1ccc(=N)cc1
 : 0, 3, -0.6, 7, i, -3, -9, -4, -2, 1
- Cc1ccc(-n2c(C)cc(C3=NNC(=NC4CC4)SC3)c2C)cc1C
 : -5, 4, 4.0, 19, i, 0, 4, 10, 4, 4
- NC(=S)NNC(=O)Nc1ccc(Cl)c(Cl)c1
 : -13, 21, 0.3, 0, i, 2, -8, -5, 0, -2

Full records, quoted from the list. Values in the order: CendR NRP1 mod, DNMT1 inh, LMPTP inh, SKN-1 block, Rpn11 inh, SUMO1 PPI mod, Scp-1 inhibitor, NadD block, MT1-MMP act inh, STEP inh
`COc1ccc(CN(C)Cc2cc(=O)n3ccsc3n2)c(OC)c1OC` in the list: -10, 1, -1.8, 6, i, 0, -7, 1, 1, -1
`CN(C)c1cccc2c1c(NC(=O)c1ccc(Cl)cc1)nn2C` in the list: 17, -12, 0.0, 2, i, 0, -13, 1, 0, 1

Next section
Values run as follows: CendR NRP1 mod, DNMT1 inh, LMPTP inh, SKN-1 block, Rpn11 inh, SUMO1 PPI mod, Scp-1 inhibitor, NadD block, MT1-MMP act inh, STEP inh
- COCCOC(=O)c1c(C)nc(SCC(=O)Nc2cccc3ccccc23)c(C#N)c1-c1ccco1
 : -2, -4, 2.4, 3, i, -1, -5, -8, -1, 0
- O=C(O)c1ccc(-c2nc(-c3ccc(Cl)c(Cl)c3)cs2)cc1
 : -17, 1, 2.8, 7, i, -3, -4, 11, 7, 3
- O=C(OCC#CCSc1nnc(-c2ccncc2)o1)c1sc2ccccc2c1Cl
 : -16, -4, 2.6, -9, i, 1, 9, 8, 2, 3
- COc1ccc2c(C)c(C)c(=O)oc2c1OC
 : 15, 3, -0.7, 5, i, -6, -1, -5, 2, 0
- O=C(NCC1CCCO1)c1cccc(Oc2ccccc2)c1 (stereo not given)
 : 16, 1, 0.1, 9, i, 4, -6, -1, 0, -4
- COc1ccccc1NC(=O)c1c(C)nn(-c2ccccc2)c1Cl
 : 3, 1, 1.1, 6, i, -1, -10, -5, 4, 2
- Clc1nc(NCCN2CCOCC2)nc(NCc2ccccc2)n1
 : -1, 1, 0.9, -6, i, 4, -3, -4, 1, 0
- O=C(N[C@@H]1CC[C@@H](CCNS(=O)(=O)c2ccc(Cl)cc2)O[C@@H]1CO)c1cccnc1
 : -2, /, -1.8, 9, /, 6, /, /, -3, /
- COc1cc(CNC(=O)c2cc(C(=O)NCc3cc(OC)cc(OC)c3)n(C)n2)cc(OC)c1
 : 17, -3, 1.3, 13, i, 0, -7, -5, -1, -3
- CCNC(=O)C(=O)Nc1cc2c3c(c1)CCC(=O)N3CCC2
 : 4, 1, -0.5, 12, i, 6, -13, -4, 2, 0
- CCOC(=O)C1CCN(C(=O)Nc2ccc(Cl)cc2)CC1
 : -6, 0, -1.4, 11, i, 1, 1, -4, 3, -1
- CC1=C([N+](=O)[O-])C(c2cccc(Br)c2)C2=C(N1)c1ccccc1C2=O (stereo not given)
 : -16, -10, 1.3, -3, i, -8, -7, 21, 3, 1
- COc1ccc(CCN2C(=NC(C)=O)SC3CS(=O)(=O)CC32)cc1OC (stereo not given)
 : -4, 7, -2.4, -8, i, 3, 7, -3, 0, -1
- CC(=O)C1=C(O)C(=O)N(CCCO)C1c1ccccc1 (stereo not given)
 : -9, -2, 1.5, 11, i, -7, -9, -4, 7, -5
- O=C1C2CCCN2C(=O)N1CCCCN1CCN(c2ccccc2)CC1 (stereo not given)
 : -8, 2, -3.6, 13, i, 0, -8, -2, -1, -2

Entries shown so far that contain an aryl methoxy group:
Values run as follows: CendR NRP1 mod, DNMT1 inh, LMPTP inh, SKN-1 block, Rpn11 inh, SUMO1 PPI mod, Scp-1 inhibitor, NadD block, MT1-MMP act inh, STEP inh
- COc1cccc(C2c3c(-c4ccccc4)n[nH]c3C(=O)N2c2ccc(C(=O)O)cc2)c1 (stereo not given)
 : -12, 2, -1.0, 11, i, 10, 53*, -2, 2, 3
- COc1ccc(CN(C)Cc2cc(=O)n3ccsc3n2)c(OC)c1OC
 : -10, 1, -1.8, 6, i, 0, -7, 1, 1, -1
- C=C1CCN([C@@H](CC(C)C)C(=O)NCc2ccc(OC)cc2)S(=O)(=O)c2ccccc21
 : 17, 1, 1.1, 4, i, 8, -7, -7, -3, 2
- COc1ccc(NC(=O)C(c2ccccc2)N2CCN(c3ccccn3)CC2)cc1Cl (stereo not given)
 : -3, -12, 5.3, 25, i, -7, -13, 1, 0, 1
- COc1ccc2c(C)c(C)c(=O)oc2c1OC
 : 15, 3, -0.7, 5, i, -6, -1, -5, 2, 0
- COc1ccccc1NC(=O)c1c(C)nn(-c2ccccc2)c1Cl
 : 3, 1, 1.1, 6, i, -1, -10, -5, 4, 2
- COc1cc(CNC(=O)c2cc(C(=O)NCc3cc(OC)cc(OC)c3)n(C)n2)cc(OC)c1
 : 17, -3, 1.3, 13, i, 0, -7, -5, -1, -3
- COc1ccc(CCN2C(=NC(C)=O)SC3CS(=O)(=O)CC32)cc1OC (stereo not given)
 : -4, 7, -2.4, -8, i, 3, 7, -3, 0, -1
